esBAF inh: SWI/SNF esBAF complex inhibition; mouse ES cells, Bmi1-luciferase knock-in reporter, 24 h; 100% = twice the neutral-well signal; reporter increase, % at 12.5 µM; hit rate 2% among 350,000; AID 602393; in the data active = activation above about 40%;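 note: 0% = median of the plate's neutral control wells and 100% = double that signal; a rise in the Bmi1 reporter signal indicates esBAF inhibition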
SIRT5 block: blocks human SIRT5 desuccinylation of peptide; Q9NXA8; Purified SirT5, succinyl-peptide AMC, trypsin-coupled fluorescence; inhibition, % at 15 µM; hit rate 1.1% among 330,000; in the data active = inhibition above about 15%
Target sequence (Q9NXA8 whole entry, looked up): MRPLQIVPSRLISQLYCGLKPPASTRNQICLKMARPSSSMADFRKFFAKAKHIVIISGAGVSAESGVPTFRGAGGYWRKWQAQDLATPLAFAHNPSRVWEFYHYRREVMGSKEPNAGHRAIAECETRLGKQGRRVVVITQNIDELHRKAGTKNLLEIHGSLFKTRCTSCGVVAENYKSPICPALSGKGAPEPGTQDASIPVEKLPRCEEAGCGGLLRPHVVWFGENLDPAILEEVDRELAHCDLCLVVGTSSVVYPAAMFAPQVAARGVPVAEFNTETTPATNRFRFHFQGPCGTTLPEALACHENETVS
FN deposition inh: fibronectin deposition inhibition; AH1F fibroblasts, Alexa488-fibronectin deposition fluorescence, overnight; inhibition, % at 12.6 µM; hit rate 0.086% among 350,000; AID 743247;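 active = mean inhibition across replicates of 30% or more, regardless of how many single replicates reach that level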;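 note: positive control wells lacked labelled fibronectin entirely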
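material = AH1F fibroblast monolayer depositing Alexa488-labelled fibronectin into matrix | amount = 10000 AH1F cells/well | buffer or medium = DMEM plus 2% serum, read in PBS | incubation = 1 h cell adhesion before compound, then overnight fibronectin incubation | detection = fluorescence at 485 nm excitation, 525 nm emission | evaluation = percent inhibition as loss of matrix-bound fibronectin fluorescence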
CASP6 VEID inh: inhibitors of human caspase-6; hit rate 0.53% among 350,000; inhibition, % at 12.5 µM; purified caspase-6, Z-VEID-R110 cleavage fluorescence;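 active = mean inhibition across replicates at least about 35%, with every replicate also reaching that limit, limit read from the data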;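 note: 0% = median of neutral control wells and 100% = no fluorescence left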
Target sequence (P55212 24-179 limits assumed): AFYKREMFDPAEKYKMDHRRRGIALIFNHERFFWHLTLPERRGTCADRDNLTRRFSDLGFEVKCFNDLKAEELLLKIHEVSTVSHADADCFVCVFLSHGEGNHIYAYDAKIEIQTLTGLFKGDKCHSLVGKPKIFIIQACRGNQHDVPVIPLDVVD
Target sequence (P55212 194-293 limits assumed): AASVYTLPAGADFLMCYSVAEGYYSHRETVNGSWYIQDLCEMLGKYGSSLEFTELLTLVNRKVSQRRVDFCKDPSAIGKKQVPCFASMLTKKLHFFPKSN
LGR2 antag: inhibitors of bursicon-induced Drosophila LGR2 receptor cAMP signaling; inhibition, % at 9.99 µM; hit rate 0.35% among 380,000; AID 720647; HEK293 LGR2, CRE-luciferase, bursicon-stimulated, 4 h;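 active = drop in luminescence signal, shown as inhibition above about 50% in the replicate tests, limit read from the data, passing the limit was not always enough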;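 note: agonist challenge used bursicon conditioned medium at about half maximal strength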
C2C12 statin: suppressors of simvastatin-induced myotoxicity in C2C12 myotubes. rescue of ATP level, % at 7.49 µM. hit rate 0.78% among 330,000. ATP luminescence, 48 h; scaled: DMSO 0, geranylgeraniol control 100. AID 602340;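 active = mean ATP rescue above about 67%, or every replicate alone reaching that limit, limit read from the data, passing the limit was not always enough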;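 note: myotubes were challenged with 10 µM simvastatin during compound exposure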
S100A4 MyoIIA: blocks human S100A4 binding to myosin IIA peptide; AID 652163; inhibition, % at 10.7 µM; hit rate 0.14% among 360,000; S100A4/TAMRA-MyoIIA peptide fluorescence polarization; P26447;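 active = mean inhibition of at least 70% across replicates, with every replicate also reaching that level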
Target sequence (P26447 whole entry, looked up): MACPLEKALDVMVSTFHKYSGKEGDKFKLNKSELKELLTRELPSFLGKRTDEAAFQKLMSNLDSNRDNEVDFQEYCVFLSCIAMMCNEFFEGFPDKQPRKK
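Material: S100A4 monomer (human). Medium: Calcium-containing HEPES buffer, pH 7.2. Probe or stimulus: labelled myosin peptide probe, 5 nM. Compound dosing: one concentration per compound. Timing: polarization read 5 min after assay mix addition, stable 5–60 min. Benchmarks: DMSO as neutral control, TFP as positive control.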
Numbers without * were called inactive; / = not tested or not shown.

SMILES | esBAF inh | SIRT5 block | FN deposition inh | CASP6 VEID inh | LGR2 antag | C2C12 statin | S100A4 MyoIIA
COc1ccc(CC2(CO)CCN(Cc3ccc(NC(C)=O)cc3)CC2)cc1 | / | -2 | -2 | 3 | -1 | / | 3
CCc1ccccc1NC(=O)C(Cc1ccccc1)c1nn[nH]n1 (stereo not given) | -3 | -2 | 1 | -1 | 9 | 5 | 3
CCC1=C(c2ccc(C)cc2)S(=O)(=O)N=C1N1CCC(C(=O)NCCCN2CCCCC2)CC1 | 6 | -1 | -2 | -38 | 27 | 1 | -2
C[C@H]1CN([C@@H](C)CO)S(=O)(=O)c2ccc(C#CC(C)(C)O)cc2O[C@@H]1CN(C)Cc1ccc(-c2ccccc2)cc1 | -13 | 20* | 19 | -5 | 54* | -93 | -7
CN(C)C(=O)c1ccc(-c2ccc([C@@H]3[C@@H](C#N)N(C(=O)C4CC4)[C@H]3CO)cc2)cc1 | 7 | 2 | 9 | -2 | 0 | -3 | -3
CC1(C)Cc2nc3oc4c(=O)n(CC(=O)Nc5cccc(Cl)c5)cnc4c3cc2CO1 | -8 | -1 | -7 | -3 | 16 | -5 | -3
Cc1nc(SCc2nc3ccccc3[nH]2)c2oc3ccc(Br)cc3c2n1 | 3 | / | 5 | -4 | 23 | -4 | -11
Cn1c(=O)c(C(=O)NNC(=O)c2ccccc2Br)c(O)c2ccccc21 | / | 0 | 0 | 5 | 8 | / | -4
O=C(COC(=O)c1ccccc1Nc1ccc(SC(F)F)cc1)NC1CC1 | / | 1 | -8 | 1 | -16 | / | 0
Cc1ccc(S(=O)(=O)N2C[C@H]3N(C(=O)OC(C)C)N(C(=O)OC(C)C)C[C@H](OC(=O)NC4CC4)[C@@]3(O)C2)cc1 | -5 | -2 | -1 | 3 | -4 | -1 | 1
COc1ccc(N2CCN(S(=O)(=O)c3c(C)[nH]c(C)c3C(=O)N3CCCCC3)CC2)cc1 | 4 | 0 | -2 | 2 | 4 | 8 | 0
CC(C)NC(=O)Nc1ccc2c(c1)CC(=O)N([C@H](C)CO)C[C@@H](C)[C@H](CN(C)S(=O)(=O)c1ccc(Cl)cc1)O2 | 0 | 2 | 20 | 4 | 3 | 18 | -6
O=S(=O)(N[C@H]1CC[C@H](CCn2cc(C3(O)CCCC3)nn2)O[C@@H]1CO)c1ccccc1 | 1 | -3 | / | -5 | -11 | 3 | -7
COc1ccc(CNC(=O)C2CCCN(S(=O)(=O)c3ccccc3)C2)cc1 (stereo not given) | 2 | -3 | 7 | -1 | 7 | 7 | -2
O=C(CCNC(=O)c1ccco1)NCCc1c[nH]c2ccccc12 | 4 | 1 | -10 | 2 | 8 | 6 | -3
O=C(CSc1ccccc1C(=O)O)Nc1ccc2c(c1)OCO2 | -8 | 0 | -12 | 0 | -5 | 2 | -2
O=C(NCC[C@H]1CC[C@@H](NS(=O)(=O)c2ccccc2)[C@H](CO)O1)c1ccc2c(c1)OCO2 | -2 | -2 | / | 5 | -5 | -1 | 5
O=C1CCC(/C=C/c2ccccc2)=NN1 | / | 3 | 5 | 2 | -32 | / | 0
COc1cc(C(=O)NCCOc2ccc(F)cc2)c(Br)c(OC)c1OC | -4 | 2 | 6 | 0 | -11 | 4 | 0
O=C(O)C1CC(c2cccc(Br)c2)=NO1 (stereo not given) | -2 | / | -7 | / | -7 | -21 | /
O=C(Nc1ccc(N2C(=O)C3CCCCC3C2=O)cc1Cl)c1cccs1 (stereo not given) | / | -3 | -30 | 1 | -54 | / | 2
O=C(O/N=C/c1ccc(Cl)cc1)C1CCCCC1 | -2 | -5 | -4 | 3 | 4 | 8 | -8
CSc1oc(-c2ccccc2)nc1S(=O)(=O)c1ccc(F)cc1 | / | -6 | / | 3 | 2 | / | -8
CN(C)CC(C)(C)CNC(=O)CC1C(=O)NCCN1Cc1ccc(-c2ccccc2)cc1 (stereo not given) | / | -4 | -9 | 4 | 5 | / | 5
COc1cc2nc(SCc3ccc(F)cc3)n(Cc3cccs3)c(=N)c2cc1OC | 2 | / | -9 | / | / | 5 | /
C#CCN(C(=O)c1ccc(OC2CCN(Cc3ccccn3)CC2)cc1)C1CCCCC1 | -3 | -1 | 3 | -6 | -9 | 9 | -4
CCCOC(=O)C1=C(C)NC2=C(C(=O)CC(C)(C)C2)C1c1cccnc1 (stereo not given) | 6 | / | -2 | / | -2 | 15 | /
Cc1ccc(-c2cc3nc(C)cc(N4CCN(C(=O)c5ccoc5)CC4)n3n2)cc1 | 4 | -2 | -2 | 6 | -1 | -14 | 2
COc1ccc(-c2noc3c2-c2nc(-c4ccccc4)sc2CC3)cc1 | -2 | 3 | -6 | 0 | -47 | -16 | 0
O=C(Cn1ccc(C(F)(F)F)n1)N=Nc1c(O)[nH]c2ccccc12 | / | 0 | -2 | -2 | 2 | / | -2
CC(=O)c1ccc(C(=O)Nc2ccc3c(c2)C(=O)NC3=O)cc1 | 7 | -3 | -2 | -2 | 5 | 7 | -3
c1ccc2c(CSc3ncnc4nc[nH]c34)cccc2c1 | / | -5 | -1 | / | 4 | / | -5
CCc1nc2ccc(C(=O)Nc3cccc(NS(C)(=O)=O)c3)cn2c1N(C=O)CCC(C)C | -2 | 1 | -9 | -1 | 10 | -2 | -10
Cc1onc(-c2ccccc2)c1C(=O)Nc1nc2c(s1)CCCC2 | 39 | / | -6 | / | / | 0 | /
CO[C@H]1CN(C)C(=O)c2cc(NC(C)=O)ccc2OC[C@@H](C)N(C(=O)CN2CCOCC2)C[C@H]1C | -4 | 2 | 31* | 1 | 13 | 6 | -5
C[C@]12c3[nH]c4ccccc4c3CCN1C(=O)C(CC(=O)NCC13CC4CC(CC(C4)C1)C3)C[C@@H]2C(=O)N1CCCCC1 (stereo not given in full) | 9 | 0 | / | 9 | 13 | -11 | 6
COc1ccc(NC(=O)Nc2cccc3c2O[C@H](CN(C)S(=O)(=O)c2cn(C)cn2)[C@@H](C)CN([C@@H](C)CO)C3=O)cc1 | 6 | -1 | / | 2 | 27 | / | 27
O=C(NCCNC(=O)c1cc(Cl)ccc1Cl)c1ccco1 | 1 | -7 | -4 | -1 | 14 | -70 | 4
Cc1ccccc1-c1ccc2c(c1)O[C@H](CN(C)Cc1ccc(C(=O)O)cc1)[C@@H](C)CN([C@H](C)CO)S2(=O)=O | 7 | 0 | -35 | -3 | 24 | -8 | 4
CC(=O)C1CCC2C3CC(C)C4=CC(=O)CCC4(C)C3C(=O)CC12C (stereo not given) | 4 | / | / | 0 | -9 | -1 | -11
COc1ccc(CCNC(=O)COc2ccc(S(=O)(=O)N3CCCC3)cc2)cc1 | / | 6 | 2 | -8 | 4 | / | -3
Cc1cccc(C)c1NC(=O)COC(=O)c1ccccc1[N+](=O)[O-] | 3 | 0 | 4 | 0 | -2 | 0 | 0
C[C@@H]1CN([C@H](C)CO)C(=O)c2cc(NC(=O)CCCCCC(=O)Nc3ccccc3N)ccc2O[C@@H]1CN(C)C(=O)Nc1ccc2c(c1)OCO2 | -3 | 7 | / | -3 | 12 | / | -5
COc1ccc(CNC(=O)[C@H](C)N2C(=O)N3CCc4c([nH]c5ccccc45)[C@@]3(C)C2=O)cc1OC | -5 | -1 | / | -2 | 13 | 2 | -1
O=C(c1ccccc1)n1c(=O)cc[nH]c1=O | -11 | -1 | 8 | 1 | 6 | -3 | 19
CCOc1ccc2oc(C(=O)OCC(=O)NC3CCCC3)c(C)c2c1 | 18 | 0 | -2 | 3 | / | 9 | 7
CCCCN(CC)CCNC(=O)c1cn(CCOC)c(=O)c2c1c1ccccc1n2C | -3 | -6 | -2 | 0 | 6 | 13 | 0
Cn1c(=O)oc2cc(S(=O)(=O)N3CCC(C(=O)NCc4ccccc4)CC3)ccc21 | 3 | -4 | 5 | -3 | -9 | 0 | 6
Cc1ccc(S(=O)(=O)N(C)C)cc1NC(=O)CSc1nnc(C2CC2)n1C1CC1 | -1 | -1 | -7 | -1 | 0 | 4 | -1
Cn1ccc(C(=O)Nc2sc3c(c2C(N)=O)CCCCC3)n1 | 25 | -3 | -15 | -4 | -40 | 8 | -17
CCCC12CN3CC(CCC)(CN(C1)C3c1ccco1)C2=O (stereo not given) | / | 0 | -1 | -1 | -1 | / | -1
C[C@@H]1CN([C@H](C)CO)C(=O)c2cc(NC(=O)Nc3ccc(F)cc3)ccc2O[C@@H]1CN(C)Cc1ccc(C(=O)Nc2ccccc2N)cc1 | -18 | -2 | 6 | -2 | -6 | / | 1
COc1ccccc1-n1cc(C(=O)c2cc(Cl)ccc2O)cc(C#N)c1=O | 5 | -1 | -18 | 2 | -42 | 2 | -5
C/C(CC(=O)NC(C)c1ccccc1)=N\NC(N)=S (stereo not given) | -3 | -5 | 3 | 2 | -7 | -3 | -3
COc1cccc(NC(=O)C(=O)NCC(c2ccco2)N2CCc3ccccc3C2)c1 (stereo not given) | / | -4 | 2 | -5 | 13 | 4 | 11
O=C(Nc1ccc(Cl)cc1)C1C2C=CC3(O2)C1C(=O)N(CCCN1CCCCC1)C3C(=O)NC1CCCCC1 (stereo not given) | 0 | 1 | 7 | 5 | 3 | -8 | 0
O=C(NC(=S)Nc1ccccc1[N+](=O)[O-])c1cncc(Br)c1 | -7 | -6 | -3 | 1 | -48 | -4 | -1
O=C(COC(=O)CCc1ccccc1)NC(c1ccccc1)c1ccccc1 | / | -1 | -2 | 0 | 7 | / | 8
Cc1cc(SCC(=O)OCC(=O)N(C)C2CCS(=O)(=O)C2)c(C)cc1Br (stereo not given) | -6 | 19* | 6 | 5 | 7 | 1 | -2

By substructure: the entries above containing an aryl thioether with sulfur outside any ring (eight)
SMILES | esBAF inh | SIRT5 block | FN deposition inh | CASP6 VEID inh | LGR2 antag | C2C12 statin | S100A4 MyoIIA
Cc1nc(SCc2nc3ccccc3[nH]2)c2oc3ccc(Br)cc3c2n1 | 3 | / | 5 | -4 | 23 | -4 | -11
O=C(COC(=O)c1ccccc1Nc1ccc(SC(F)F)cc1)NC1CC1 | / | 1 | -8 | 1 | -16 | / | 0
O=C(CSc1ccccc1C(=O)O)Nc1ccc2c(c1)OCO2 | -8 | 0 | -12 | 0 | -5 | 2 | -2
CSc1oc(-c2ccccc2)nc1S(=O)(=O)c1ccc(F)cc1 | / | -6 | / | 3 | 2 | / | -8
COc1cc2nc(SCc3ccc(F)cc3)n(Cc3cccs3)c(=N)c2cc1OC | 2 | / | -9 | / | / | 5 | /
c1ccc2c(CSc3ncnc4nc[nH]c34)cccc2c1 | / | -5 | -1 | / | 4 | / | -5
Cc1ccc(S(=O)(=O)N(C)C)cc1NC(=O)CSc1nnc(C2CC2)n1C1CC1 | -1 | -1 | -7 | -1 | 0 | 4 | -1
Cc1cc(SCC(=O)OCC(=O)N(C)C2CCS(=O)(=O)C2)c(C)cc1Br (stereo not given) | -6 | 19* | 6 | 5 | 7 | 1 | -2

Screening data as filed in PubChem.

These rows are one share of the data; count on the stated rates, not on these rows.
